Yeast growth tox: yeast growth toxicity, wild-type and mutant, primary screen, cytotoxicity control for eIF2B function restoration project, wild-type and eIF2Bepsilon R284H mutant, A595; growth inhibition, % at 25 µM (by protocol); 0.3% of 30,000 active; S. cerevisiae wild-type growth, A595 turbidity, 16 h; AID 685, 2007;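 active = mutant and wild-type yeast strains alike exhibit over 30% growth inhibition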;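 note: 0% = untreated cell controls and 100% = YPD media blanks without cells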
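system = S. cerevisiae wild-type or eIF2Bepsilon-R284H mutant strain | buffer or medium = YPD medium | dosing = one dose, 25 µM compound, 0.2% DMSO | schedule = 16 h at 30 °C | measured by = A595 turbidity | evaluation = growth inhibition (%) versus cell controls and blanks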
eIF2B yeast act: GCN4-lacZ reporter reduction in eIF2B-epsilon mutant yeast, primary screen, S. cerevisiae, eIF2B-epsilon R284H, Beta-Glo luminescence; inhibition, % at 25 µM (by protocol); 0.91% of 27,000 active; AID 688, 2007;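 active = mutant luminescence inhibited past about 50% while wild type luminescence and mutant growth stay under set limits, limit read from the data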; note: some compounds called inactive have numbers as strong as hits
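material = yeast eIF2B-epsilon R284H mutant carrying GCN4–beta-galactosidase fusion | schedule = 16 h growth with compound at 30 °C, 90 min Beta-Glo step | measured by = luminescence and A595 | compound dosing = one concentration, 25 µM, 0.25% DMSO | read-out basis = % inhibition of reporter signal and growth versus controls | buffer or medium = YPD medium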
Yeast growth tox inhibition %: recorded beside Yeast growth tox, whose call it bears; growth inhibition, %; S. cerevisiae eIF2Bepsilon-R284H mutant growth, A595 turbidity, 16 h;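 each compound tested once at 25 µM; 0% equals untreated cells and 100% equals cell-free medium blanks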
eIF2B yeast act mutant toxicity: recorded beside eIF2B yeast act, whose call it bears; growth inhibition, %; measured here: mutant yeast growth, toxicity;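 each compound tested once at 25 µM; zero equals untreated control growth and 100 equals blank medium absorbance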
Starred values were filed as active, the others as inactive; nt = no result given. Some of the compounds tested; the hit share may differ from the screen's.

SMILES	Yeast growth tox	Yeast growth tox inhibition %	eIF2B yeast act	eIF2B yeast act mutant toxicity
COc1cccc(N(C(=O)CNC(=O)c2ccco2)C(C(=O)NC2CCCCC2)c2ccncc2)c1 (configuration not stated)	0.3	-3.9	-9.0	-3.9
Cc1nn(Cc2ccccc2Cl)c2sc(C(=O)NCc3ccc4c(c3)OCO4)cc12	11.3	17.4	nt	nt
Cn1c(=O)cc(SCC(=O)N2CCCC2)c2cc(Cl)ccc21	9.5	0.0	-19.6	nt
CC1CN(CCCCOc2ccc(C(C)C)cc2)CC(C)O1 (configuration not stated)	22.1	18.4	nt	nt
Cc1c(OC(=O)CNC(=O)OC(C)(C)C)ccc2c3c(c(=O)oc12)CCC3	-2.0	-21.4	19.9	-21.4
CC1=NC(=O)C(N=Nc2cccc(C(=O)O)c2)N1c1ccccc1 (configuration not stated)	5.8	20.0	10.5	20.0
Brc1ccc(OCCn2ccnc2)cc1	22.4	7.1	29.2	7.1
O=C(NCC1CCCO1)c1ccccc1-c1nc(-c2ccc(F)cc2)no1 (configuration not stated)	28.3	-18.5	-2.9	-18.5
O=C(CC1c2ccccc2Oc2ccccc21)N1CCN(c2ccccn2)CC1	-7.3	19.4	17.4	19.4
Cc1onc(-c2c(Cl)cccc2Cl)c1C(=O)NCCCN1CCOCC1	nt	nt	-26.4	nt
Cc1ccc(C(=O)Nc2ccc(S(=O)(=O)N3CCc4ccccc43)cc2)o1	6.4	13.0	15.1	13.0
O=C(O)c1cc2cc(OCc3ccccc3)ccc2[nH]1	-9.0	-3.5	7.4	-3.5
Cc1cc(C(=O)N2CCN(c3ncccn3)CC2)cs1	24.8	-4.5	-17.1	-4.5
Cc1nn(CC(=O)O)c(C)c1C	14.3	3.7	5.3	3.7
O=C(CN1CCOCC1)N1CCc2ccccc2C(c2ccccc2)C1 (configuration not stated)	nt	nt	-17.9	nt
Clc1cccc(CSc2nnc(-c3ccccn3)n2Cc2ccco2)c1	-11.5	-8.7	10.2	-8.7
Cc1c(NC(=O)C2CCN(S(=O)(=O)c3ccc(Cl)cc3)CC2)c(=O)n(-c2ccccc2)n1C	12.1	-30.0	13.2	-30.0
COc1ccc(OC)c(S(=O)(=O)N2CCC(C(=O)NCCc3ccccc3)CC2)c1	-10.7	14.3	5.7	14.3
Cc1cc(Cl)c(S(=O)(=O)NCC2CCCO2)cc1OCC(=O)NC1CCCCC1 (configuration not stated)	12.3	14.7	17.2	14.7
Cc1ccc(-n2c(O)c(C=NC3CCS(=O)(=O)C3)c3ccccc3c2=O)cc1 (configuration not stated)	14.0	8.5	nt	nt

Exported with two lines to a compound: entries from further up.
Order of results – Yeast growth tox | Yeast growth tox inhibition % | eIF2B yeast act | eIF2B yeast act mutant toxicity
> Cc1ccc(C(=O)Nc2ccc(S(=O)(=O)N3CCc4ccccc43)cc2)o1
 : 6.4 | 13.0 | 15.1 | 13.0
> O=C(O)c1cc2cc(OCc3ccccc3)ccc2[nH]1
 : -9.0 | -3.5 | 7.4 | -3.5
> Cc1cc(C(=O)N2CCN(c3ncccn3)CC2)cs1
 : 24.8 | -4.5 | -17.1 | -4.5
> Cc1nn(CC(=O)O)c(C)c1C
 : 14.3 | 3.7 | 5.3 | 3.7
> O=C(CN1CCOCC1)N1CCc2ccccc2C(c2ccccc2)C1 (configuration not stated)
 : nt | nt | -17.9 | nt

Random excerpt: 6 compounds from above
SMILES	Yeast growth tox	Yeast growth tox inhibition %	eIF2B yeast act	eIF2B yeast act mutant toxicity
O=C(CC1c2ccccc2Oc2ccccc21)N1CCN(c2ccccn2)CC1	-7.3	19.4	17.4	19.4
Cc1c(OC(=O)CNC(=O)OC(C)(C)C)ccc2c3c(c(=O)oc12)CCC3	-2.0	-21.4	19.9	-21.4
Clc1cccc(CSc2nnc(-c3ccccn3)n2Cc2ccco2)c1	-11.5	-8.7	10.2	-8.7
Cc1nn(CC(=O)O)c(C)c1C	14.3	3.7	5.3	3.7
CC1CN(CCCCOc2ccc(C(C)C)cc2)CC(C)O1 (configuration not stated)	22.1	18.4	nt	nt
O=C(O)c1cc2cc(OCc3ccccc3)ccc2[nH]1	-9.0	-3.5	7.4	-3.5

The results go on:
SMILES	Yeast growth tox	Yeast growth tox inhibition %	eIF2B yeast act	eIF2B yeast act mutant toxicity
COc1ccccc1NC(=O)C1=C(C)NC2=C(C(=O)CCC2)C1c1ccc(C)o1 (configuration not stated)	6.6	31.0	-6.6	31.0
CCCS(=O)(=O)N1CCC(C(=O)N2CCC(Cc3ccccc3)CC2)CC1	2.4	-10.3	33.0	-10.3
COc1ccc(C(=O)Nc2ccc(S(=O)(=O)Nc3nccc(C)n3)cc2)cc1OC	12.4	19.4	12.8	19.4
CC1(C)CC2CC(C)(CN2C(=O)c2cccs2)C1 (configuration not stated)	-5.2	3.0	28.9	3.0
COc1ccc(OC)c(C(c2nnnn2CC2CCCO2)N2CCN(C3CCCC3)CC2)c1 (configuration not stated)	5.3	-31.8	1.4	-31.8
COc1ccc(S(=O)(=O)n2ccc(C)n2)cc1C	-16.1	15.4	nt	nt
COC(=O)C1CCN(C(=O)COc2cc3sc(C)nc3c3sccc23)CC1	-0.2	10.7	-29.7	10.7
Cc1ccc(-n2c(N)c(C(N)=O)sc2=S)c(C)c1	5.5	-22.2	-13.4	-22.2
Cn1c(=O)oc2cc(S(=O)(=O)NCc3ccncc3)ccc21	1.5	-9.1	-6.2	-9.1
O=C(c1ccc(C23CC4CC(CC(C4)C2)C3)o1)N1CCOCC1	-3.7	-8.1	-11.3	-8.1
Cc1ccc(Cl)c(OCC(O)CN(CCO)CCO)c1 (configuration not stated)	11.7	10.3	20.0	10.3
CCOC(=O)c1c(NC(=O)CC(C)C)sc(C(C)=O)c1C	13.0	14.3	4.6	14.3
CCn1cc(C(=O)NCc2ccco2)c(=O)c2cc(S(=O)(=O)N3CCCCCC3)ccc21	5.8	-19.4	nt	nt
CCOC(=O)C1=C(C)NC(=O)NC1c1cn(-c2ccccc2)nc1-c1cccs1 (configuration not stated)	-0.6	0.0	19.0	nt
CC(C)OCCCNCc1cccs1	36.7	10.6	nt	nt
Cc1ccc(Cl)c(OCC(=O)NCc2ccco2)c1	29.3	15.1	nt	nt
CC12CCC(C(=O)N3CCCCCC3)(OC1=O)C2(C)C (configuration not stated)	10.4	19.4	14.4	19.4
COc1ccc(S(=O)(=O)NC2CCCC2)cc1Br	nt	nt	24.1	nt
CCN(c1ccccc1)S(=O)(=O)c1cccc(C(=O)O)c1	10.8	4.0	18.6	4.0
Cc1nn2c(=O)c(NC(=O)c3ccc(F)cc3)cnc2s1	19.0	4.5	-28.7	4.5
CCCCCNC(=O)c1ccccc1SC	2.8	9.3	nt	nt
Cc1ccc(C(C(=O)NC2CCCCC2)N2CCCC2)cc1 (configuration not stated)	0.5	7.4	18.8	7.4
c1ccc(-c2cn3c(n2)CCC3)cc1	15.2	2.6	nt	nt
O=C(NCCCN1CCC(Cc2ccccc2)CC1)C1CC(=O)N(C2CCCCCC2)C1 (configuration not stated)	18.2	-3.2	15.7	-3.2
Cn1c(CC(=O)Nc2ccc(Cl)c(Cl)c2)nnc1SCC(=O)Nc1nccs1	-5.6	-13.5	-3.7	-13.5
Cc1cccc(OCC(=O)N2CCN(C(=O)CCC3CCCC3)CC2)c1	-5.7	8.1	1.3	8.1
Cc1cc(C(F)F)n2nc(C(=O)NCc3ccccc3F)nc2n1	-22.3	-3.6	30.3	-3.6
COc1ccc(Br)cc1S(=O)(=O)N1CCCC1	1.5	-13.8	30.7	-13.8
CCc1nc(SCc2ccc(F)cc2)[nH]c(=O)c1C#N	8.0	5.9	1.5	5.9
CCS(=O)(=O)c1ccc2oc(Nc3ccccc3C)nc2c1	1.8	10.8	39.0	10.8
CCn1c2ccccc2c2nnc(SCC(=O)N3CC(C)OC(C)C3)nc21 (configuration not stated)	0.6	2.6	14.5	2.6
CSc1cccc(NC(=O)CN(c2cc(C)ccc2C)S(C)(=O)=O)c1	6.2	-8.0	19.0	-8.0
Cc1ccc(-c2[nH]c3ccccc3c2C(C[N+](=O)[O-])c2ccco2)cc1 (configuration not stated)	12.1	0.0	nt	nt
COc1ccc(NC(=O)CSc2nncn2C)cc1OC	-5.2	0.0	18.4	nt
O=C(Oc1ccc2c(c1)CCC2)N1CCOCC1	3.2	-16.1	42.5	-16.1
COc1cc2c(cc1OC)C(C(=O)Nc1ccc3c(c1)OCCO3)C1c3ccccc3CCN1C2=O (configuration not stated)	-0.9	-36.4	-15.0	-36.4
CS(=O)(=O)N1CCc2cc(-c3csc(NC(=O)Cc4ccccc4)n3)ccc21	7.5	-20.0	-6.5	-20.0
C=CCN1CC2CC3(COc4cc(C)cc(C)c4)C=CC2(O3)C1=O (configuration not stated)	6.2	48.3	-2.1	48.3
CC1(C)Cc2c(c(N3CCOCC3)nc3sc4c(NCc5ccccc5)nnnc4c23)CS1	27.8	21.6	29.0	21.6
O=C(NCCN1Cc2ccccc2C1=O)c1cccs1	25.6	6.9	30.3	6.9
CC1=CCC2C(=O)N(CCc3c[nH]c4ccccc34)C(=O)C2C1 (configuration not stated)	nt	nt	7.4	nt
CCOC(=O)c1cnc(-n2nc(C)cc2C)nc1NC	3.1	18.5	18.6	18.5
O=C(NCc1ccc(F)cc1)c1c(O)c2cccc3c2n(c1=O)CCC3	-21.6	-27.6	37.0	-27.6
CS(=O)(=O)Nn1cnc2ccccc2c1=O	7.1	11.5	-22.2	11.5
Cc1cc(NC(=O)CCc2ccc(C)o2)no1	0.2	14.8	nt	nt
C=CCc1cccc2cc(C(=O)N(C)C)c(=O)oc12	15.1	20.0	20.3	20.0
CN(Cc1cccs1)C(=O)COc1cccc(-n2cnnn2)c1	17.1	5.0	8.6	5.0
O=C(NC1CCCCC1)C1CCN(c2nccs2)CC1	-1.4	-9.5	26.2	-9.5
COc1ccc2[nH]c(=O)c(CN(C(=O)c3ccncc3)C(C)(C)C)cc2c1	3.2	0.0	17.6	nt
CCN(CC)c1nc2n(c(=O)n1)CCN2CC	10.6	0.0	23.6	nt

(more compounds)
SMILES	Yeast growth tox	Yeast growth tox inhibition %	eIF2B yeast act	eIF2B yeast act mutant toxicity
O=C(NCc1ccco1)C1CC(=O)N(c2ccc(F)cc2)C1 (configuration not stated)	nt	nt	1.3	nt
O=S(=O)(N1CCCCC1)N1CCN(S(=O)(=O)N2CCCCC2)CC1	16.9	-3.9	46.9	-3.9
Cc1ncoc1C(=O)Nc1ccc(Oc2ccccc2)cc1	27.2	40.7	28.7	40.7
COc1ccc(S(=O)(=O)N(C)CC(=O)N2CCOCC2)cc1	0.0	1.9	0.0	1.9
CS(=O)(=O)N1CCc2cc(-c3csc(NC(=O)C(c4ccccc4)c4ccccc4)n3)ccc21	8.1	7.7	nt	nt
CC(=O)NC12CC3CC(C)(C1)CC(NC(C)=O)(C3)C2	-8.9	0.0	-11.0	nt
Cn1c(=O)c2[nH]c(N3CCOCC3)nc2n(-c2ccccc2)c1=O	12.9	37.0	20.4	37.0
CCCCc1ccc(CC2S/C(=C(\C#N)C(=O)N3CCOCC3)N(c3ccccc3)C2=O)cc1 (configuration not stated)	-1.8	0.0	-20.6	nt
CCC(=O)Nc1ccc(Nc2ccccc2)cc1	7.7	35.5	3.9	35.5
O=C(NCCc1c[nH]c2ccc(Cl)cc12)c1cccnc1	22.0	2.4	21.5	2.4

The closing six records of the section above lead into the next:
SMILES	Yeast growth tox	Yeast growth tox inhibition %	eIF2B yeast act	eIF2B yeast act mutant toxicity
CS(=O)(=O)N1CCc2cc(-c3csc(NC(=O)C(c4ccccc4)c4ccccc4)n3)ccc21	8.1	7.7	nt	nt
CC(=O)NC12CC3CC(C)(C1)CC(NC(C)=O)(C3)C2	-8.9	0.0	-11.0	nt
Cn1c(=O)c2[nH]c(N3CCOCC3)nc2n(-c2ccccc2)c1=O	12.9	37.0	20.4	37.0
CCCCc1ccc(CC2S/C(=C(\C#N)C(=O)N3CCOCC3)N(c3ccccc3)C2=O)cc1 (configuration not stated)	-1.8	0.0	-20.6	nt
CCC(=O)Nc1ccc(Nc2ccccc2)cc1	7.7	35.5	3.9	35.5
O=C(NCCc1c[nH]c2ccc(Cl)cc12)c1cccnc1	22.0	2.4	21.5	2.4
COC(=O)C1=C(C(=O)OC)SC(=C2C(=S)C(C)(C)N(C(=O)C(C)C)c3ccccc32)S1	-11.2	2.6	nt	nt
CC(c1ccccc1)n1cc(C(=O)NCC2COc3ccccc3O2)nn1 (configuration not stated)	-36.9	7.1	15.3	7.1
COc1ccc(CC(=O)NC(C)c2nnc(SCC(=O)c3ccc(Br)cc3)n2C)cc1 (configuration not stated)	25.8	10.9	nt	nt
N#Cc1c(SCC(=O)O)nc(-c2ccccc2)c2c1CCCC2	-3.6	4.5	27.8	4.5
